DNA FID counter – compounds displacing fluorescent DNA intercalator, primary screen, artefact control for HCV NS3 helicase inhibitor project, biochemical, FID fluorescence. DNA fluorescent intercalator displacement. inhibition, % at 7.9 µM. 0.17% of 290,000 active; in the data active means inhibition above about 37%;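 further: 0% = vehicle and 100% = reference compound; higher means more ethidium bromide displaced from hairpin DNA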
NS3 helicase inh – inhibitors of HCV NS3 helicase, primary screen, biochemical, Cy5 molecular beacon fluorescence | Hepatitis C virus NS3 helicase | NS3 helicase DNA unwinding | inhibition, % at 10.9 µM | 0.56% of 290,000 active;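 active means inhibition above the mean of all tested compounds plus 3 SD, set per campaign, cut at about 35% in these data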;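 further: 0% = DMSO wells and 100% = thioflavine S control wells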
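Assay system: hepatitis C virus NS3 helicase domain fragment enzyme. Also added: annealed dual-labelled DNA beacon duplex, ATP-started. Timing: 1 h reaction at 25 °C, ATP-initiated. Technique: Cy5 fluorescence at 0 and 60 min, beacon hairpin quenching. Evaluation: % inhibition of unwinding. Replication: one well per compound.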
PHOSPHO1 block – PubChem AID 1565; 1.1% of 290,000 active; recombinant PHOSPHO1, absorbance phosphatase assay; inhibition, % at 13.3 µM; Phosphoethanolamine/phosphocholine phosphatase (Homo sapiens), Q8TCT1; in the data active means inhibition above about 60%
pCIP destab – p/CIP-EGFP fusion destabilizers, primary screen, fluorescence, F442A cells; decrease of EGFP signal, % at 10 µM; Q05BA5; AID 1984, 2009; 16 h; 0.01% of 290,000 active;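 active means EGFP signal decrease of at least 30% at 10 µM or well 3 SD below plate mean, unless failing retest; inactive means the rest, including hits failing retest or dose response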; further: some compounds called inactive have numbers as strong as hits; many of its hits are not listed in these tables
SUMO HTRF inh – inhibitors of in vitro SUMOylation cascade, primary screen, biochemical, HTRF, uHTS. SUMO-conjugating enzyme UBC9 (Homo sapiens), P63279. HTRF SUMOylation assay, SAE1/SAE2 + UBC9. inhibition, % at 35 µM. 0.36% of 290,000 active; in the data active means inhibition above about 50%, passing the limit was not always enough; further: strong numbers were not always called active
IMP-1 inhibitor – IMP-1 metallo-beta-lactamase inhibitors, primary screen, biochemical, epi-absorbance readout, Pseudomonas aeruginosa enzyme | purified IMP-1, nitrocefin hydrolysis, epi-absorbance fluorescence | inhibition, % at 5.6 µM | 0.45% of 290,000 active;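 active means inhibition above the mean plus 3 SD of all compounds in the same screening run, cut at about 4.5% in these data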;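 further: 0% = IMP-1 with DMSO and 100% = DMSO wells lacking enzyme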
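System: Purified recombinant IMP-1 metallo-beta-lactamase enzyme | Measured by: Fluorescence quenching readout, ex 480/em 530 nm | Replication: Singlicate | Incubation: 15 min preincubation plus 25 min reaction at 25 °C | Evaluation: Percent inhibition from optical density relative to buffer-blank wells | Benchmarks: DMSO with and without IMP-1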
MEKK3 PB1 HTS – modulators of MEKK3-MEK5 PB1 binding, primary screen, biochemical, wildtype MEKK3, multiplex bead flow cytometry, Alexa488-MEK5. Mitogen-activated protein kinase kinase kinase 3 (Homo sapiens), Q99759. bead-based flow cytometry, Alexa488-MEK5 binding to MEKK3; actives lie on both sides; 0 = blocked by unlabeled MEK5, 100 = vehicle. binding response (% of control), % at 10 µM. 1.4% of 290,000 active. AID 1529, 2009;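 active means binding response more than 3 SD above or below the average of its plate-row segment, actives on both sides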;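 further: Alexa488 bead fluorescence after subtracting the streptavidin-only scavenger bead signal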
IDE cell activ – human IDE activators in live cells, primary screen, fluorescence polarization, HEK cells, FAbeta-B substrate; Insulin-degrading enzyme (Homo sapiens), P14735; FAbeta-B cleavage; 0% vehicle, 100% cell-free pure enzyme wells; activation, % at 5.96 µM; 0.073% of 340,000 active; AID 493087, 2011;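 active means activation above the mean of all tested compounds plus 3 SD, set per screening campaign, cut at about 17% in these data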
Target sequence (P14735 whole entry, looked up): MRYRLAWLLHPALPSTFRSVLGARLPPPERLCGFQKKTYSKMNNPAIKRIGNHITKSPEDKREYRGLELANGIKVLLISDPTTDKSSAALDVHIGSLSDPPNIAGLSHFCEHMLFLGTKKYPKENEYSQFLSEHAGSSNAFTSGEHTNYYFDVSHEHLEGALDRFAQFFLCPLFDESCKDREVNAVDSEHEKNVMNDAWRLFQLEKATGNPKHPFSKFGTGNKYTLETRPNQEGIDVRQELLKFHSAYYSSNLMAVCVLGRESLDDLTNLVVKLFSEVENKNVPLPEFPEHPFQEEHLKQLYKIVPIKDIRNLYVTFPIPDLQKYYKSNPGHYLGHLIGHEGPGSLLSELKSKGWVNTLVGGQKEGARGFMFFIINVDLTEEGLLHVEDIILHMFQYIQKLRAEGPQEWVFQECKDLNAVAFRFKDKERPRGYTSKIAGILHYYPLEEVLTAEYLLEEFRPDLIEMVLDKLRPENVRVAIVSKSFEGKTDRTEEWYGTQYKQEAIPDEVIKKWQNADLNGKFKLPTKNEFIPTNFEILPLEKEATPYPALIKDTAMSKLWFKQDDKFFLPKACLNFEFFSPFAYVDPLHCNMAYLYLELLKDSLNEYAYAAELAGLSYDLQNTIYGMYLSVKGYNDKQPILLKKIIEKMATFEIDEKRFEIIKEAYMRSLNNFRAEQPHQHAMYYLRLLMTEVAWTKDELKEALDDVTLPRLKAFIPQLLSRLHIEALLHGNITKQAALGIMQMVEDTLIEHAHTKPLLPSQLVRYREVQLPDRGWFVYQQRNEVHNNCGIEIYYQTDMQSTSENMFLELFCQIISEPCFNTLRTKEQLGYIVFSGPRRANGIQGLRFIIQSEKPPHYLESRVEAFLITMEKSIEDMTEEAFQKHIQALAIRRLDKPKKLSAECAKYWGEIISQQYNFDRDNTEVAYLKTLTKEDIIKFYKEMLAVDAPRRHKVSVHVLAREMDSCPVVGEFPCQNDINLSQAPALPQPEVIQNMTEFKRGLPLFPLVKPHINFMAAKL
VIM-2 inh – VIM-2 metallo-beta-lactamase inhibitors, primary screen, biochemical, epi-absorbance readout, Pseudomonas aeruginosa enzyme; AID 1527, 2009; 0.89% of 290,000 active; purified VIM-2, nitrocefin hydrolysis, epi-absorbance fluorescence; inhibition, % at 5.6 µM;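 active means inhibition above the mean of all tested compounds plus 3 SD, cutoff set per screening run, cut at about 7.5% in these data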;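 further: red hydrolysis product quenches plate fluorescence so inhibitors raise well fluorescence; 0% = enzyme with DMSO and 100% = DMSO without enzyme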
Numbers without * were called inactive; / = not tested or not shown. A portion of the library; count on the stated rates, not on these rows.

SMILES | DNA FID counter | NS3 helicase inh | PHOSPHO1 block | pCIP destab | SUMO HTRF inh | IMP-1 inhibitor | MEKK3 PB1 HTS | IDE cell activ | VIM-2 inh
O=C(N[C@@H](Cc1ccc(Br)cc1)C(=O)O)OCC1c2ccccc2-c2ccccc21 | 6 | -39 | 4 | -6 | 16 | -2.4 | 101 | 3 | 2.0
CCN1CCN(C(=O)CS(=O)(=O)Cc2nc(-c3cccc(OC)c3)oc2C)CC1 | 4 | 5 | 8 | -3 | 14 | -3.4 | 100 | 8 | 0.2
CCS(=O)(=O)/N=C(\N)c1ccccc1 | 2 | 7 | 10 | -14 | -12 | -4.0 | 95 | 5 | -0.7
Cc1ccc(NC(=O)CN(C)C(=O)c2ccc(Cl)c([N+](=O)[O-])c2)cc1 | 1 | -9 | -12 | -11 | 8 | -0.4 | 97 | -3 | 0.6
C=CCn1c(SCC(=O)Nc2ccc(C(=O)OCC)cc2)nnc1-c1cccs1 | -11 | -8 | -59 | -6 | -15 | -2.5 | 104 | -6 | -2.2
CCN(CC)CC#CC(O)(c1ccccc1)c1ccccc1 | -3 | -2 | -10 | -15 | -9 | -2.6 | 103 | -1 | 1.0
COc1ccc(S(=O)(=O)c2cnc3ccc(OC)cc3c2N2CCC3(CC2)OCCO3)cc1 | -20 | -16 | 6 | -2 | -5 | -2.6 | 100 | -2 | -1.8
CC(=O)Nc1cccc(C(=O)N/N=C/c2c[nH]c3ccccc23)c1 | -3 | -3 | 24 | -1 | -3 | -3.9 | 99 | -3 | -4.2
COC(=O)/C(C#N)=C/c1cc(C)sc1C | -1 | -27 | 21 | 2 | -3 | -1.9 | 101 | -5 | -2.0
N=c1sccn1CC(=O)Nc1cccc(S(=O)(=O)N2CCCCCC2)c1 | 16 | 9 | -111 | -2 | 12 | -1.3 | 97 | 2 | -1.9
c1ccc(OCCOc2ncnc3ccccc23)cc1 | -2 | 2 | -30 | -4 | 10 | -2.4 | 102 | 0 | -0.3
O=C(NC(=S)Nc1ccccc1Br)C1CCC1 | -9 | 3 | 26 | -2 | 2 | -1.4 | 105 | 3 | -1.6
CC(=O)Nc1ccc(NC(=O)c2c([N+](=O)[O-])c(C(C)(C)C)nn2C)cc1 | -3 | 3 | 4 | -7 | 18 | -3.9 | 94 | 2 | -2.4
CCCCC(C)(O)C/C=C/[C@H]1[C@H](O)CC(=O)[C@@H]1CCCCCCC(=O)OC (stereo not given in full) | -43 | 28 | 1 | -3 | -1 | 2.0 | 94 | / | -0.4
Cc1ccc(C(C)NC(=O)/C(C#N)=C\c2c(C)[nH]c3ccccc23)cc1 (stereo not given) | 8 | -10 | 0 | -6 | -2 | -0.9 | 105 | 2 | -1.6
COc1ccc(/C=C/C(=O)c2ccccc2O)cc1 | -8 | 11 | -16 | -19 | -3 | -3.5 | 99 | -1 | -5.4
CCOc1ccc(C(c2nnnn2Cc2ccccc2)N2CCN(C(=O)c3ccco3)CC2)cc1 (stereo not given) | -30 | -11 | / | / | / | -1.5 | 107 | -4 | -2.4
CC(C)C[C@H](NC(=O)c1[nH]cnc1C(=O)Nc1ccccc1)C(=O)OC(C)(C)C | / | / | 6 | -4 | -13 | / | 85 | 3 | /
COc1ccc(O)c(/C=N/N=C/c2cccc([N+](=O)[O-])c2)c1 | -6 | 5 | 4 | -7 | 10 | 0.6 | 107 | 9 | 0.3
Cc1ccc(C(=O)ONc2ccc(N=O)cc2)cc1 | 0 | 6 | -11 | -2 | -24 | -1.2 | 102 | 6 | 1.3
COC(=O)c1ccc(C(=O)OC)c(NC(=S)N2CCN(c3ccccn3)CC2)c1 | -8 | 3 | 12 | 20 | -4 | -3.2 | 94 | 0 | -3.1
N/C(CN1CCCC1=O)=N\OC(=O)c1ccc(Cl)cc1 | -2 | -2 | -24 | -1 | 2 | -0.9 | 98 | 4 | -3.6
CCN(CC)CCNC(=O)c1ccc(Sc2ccc(Cl)cc2)c(NC(C)=O)c1 | 8 | -11 | 5 | 16 | 16 | -1.3 | 99 | 5 | -1.9
O=C(Cc1ccc([N+](=O)[O-])cc1)c1c(O)cc(O)cc1O | 13 | -5 | 12 | 2 | 15 | -2.1 | 96 | 4 | -2.8
CCCn1nnc(NC(=O)/C=C/c2ccco2)n1 | -6 | 8 | 10 | -14 | 16 | -2.0 | 94 | -2 | -0.3
COc1ccc(C2=NN(C(=O)CCC(=O)O)C(c3ccc(OC)cc3)C2)cc1 (stereo not given) | -46 | 21 | / | 10 | 0 | 2.4 | 95 | 2 | 1.6
Cc1ccc(Cc2cnc(NC(=O)/C(C#N)=C/c3ccc(-c4cccc([N+](=O)[O-])c4)o3)s2)cc1 | -1 | 5 | -6 | -6 | 15 | -3.4 | 106 | 6 | -1.4
Cc1ccccc1CS(=O)(=O)CCC(=O)NCCN1CCN(c2cccc(Cl)c2)CC1 | 6 | -35 | 5 | 5 | 10 | -4.1 | / | -3 | -6.4
NNC(=O)CNC(c1ccccc1)c1cc(Br)ccc1NC(=O)c1ccc(Br)cc1 (stereo not given) | 1 | -4 | -17 | -17 | 12 | -0.7 | 99 | 7 | -2.2
Cn1nc(C(=O)OCc2ccccc2F)c2ccccc2c1=O | -12 | 0 | 22 | -9 | 10 | -5.2 | 100 | 1 | -0.4
Cn1nc(C(=O)Nc2cccc(S(N)(=O)=O)c2)c2ccccc2c1=O | -1 | -8 | 16 | -5 | 17 | -1.8 | 101 | 3 | 0.5
COc1cccc(OC)c1C(=O)NC(=S)NNC(=O)[C@H]1C[C@@H]1c1ccccc1 | -16 | -2 | 8 | -14 | -73 | -5.5 | 97 | 1 | -5.6
COc1cccc(NC(=O)CCN2C(=O)c3ccccc3S2(=O)=O)c1 | -2 | -7 | 12 | 6 | -7 | -3.6 | 97 | 2 | -0.8
CC(C)(C)C1CCC(=O)N(CCC#N)CC1 (stereo not given) | -6 | 5 | -24 | -11 | 6 | -2.2 | 102 | 2 | -2.5
CCC(C)NCCOCCSc1ccc(Cl)cc1 (stereo not given) | 16 | -7 | 11 | 8 | -4 | -2.2 | 99 | 4 | 1.1
COc1ccc(N2CCN(C(=O)CCNC(=O)Cn3ccc4ccccc4c3=O)CC2)cc1 | -24 | 8 | -23 | -4 | -4 | -2.9 | 91 | 3 | -2.2
Clc1ccc(C2CC(c3cccs3)n3ncnc3N2)cc1Cl (stereo not given) | -22 | -17 | 14 | -7 | -1 | -3.0 | 108 | 3 | -2.7
CSc1cccc(NC(=O)C2CCCN(S(=O)(=O)c3cnc[nH]3)C2)c1 (stereo not given) | -3 | 1 | -9 | -2 | 3 | -7.5 | 106 | 6 | -4.6
Cn1c(COc2ccc([N+](=O)[O-])cc2)nnc1SCC(N)=O | 3 | 2 | 12 | 5 | -3 | -2.9 | 103 | 5 | -1.7
O=C(CN(C(=O)c1csnn1)c1ccc(F)c(Cl)c1)NC1CCCC1 | -8 | -2 | 14 | 1 | 7 | -2.8 | 103 | -3 | -1.8
Cc1cccc(NC(=S)N2CCC(NC(=O)c3ccco3)CC2)c1 | -8 | -10 | -5 | 12 | -11 | -4.1 | 103 | 2 | -1.2
CCOC(=O)c1c(N)c(C#N)c2n1CCCC2 | -3 | 5 | 31 | -5 | 2 | -1.5 | 86 | 3 | -1.7
O=C(NC1CCCCC1)NC1CC2CCC(C1)N2C(=S)NCc1ccco1 (stereo not given) | -10 | -2 | 11 | 4 | 0 | -3.0 | 105 | 0 | -3.3
CCOc1ccccc1N1CCN(C(=O)c2cc3c(C)cc(C)cc3[nH]2)CC1 | -32 | -23 | 16 | -4 | -29 | -2.3 | 95 | 5 | -3.1
COc1ccc(NC(=O)CN2CCC3(O)CCCCC3C2c2cc(OC)ccc2OC)cc1 (stereo not given) | 2 | -14 | 17 | 4 | 15 | 4.2 | 87 | -2 | -2.9
Cc1cc(NC(=O)Nc2ccccc2Cl)no1 | -5 | 3 | 17 | -15 | 8 | -2.4 | 108 | -1 | 3.3
CC(C)(C)c1ccc(OCCCN2CCCC2)cc1 | 9 | -6 | 19 | 1 | 0 | -0.9 | 108 | 1 | -3.3
COc1ccc(NS(=O)(=O)c2csc(C(=O)N3CCCC3)c2)cc1 | -21 | 2 | 22 | -1 | -2 | -0.7 | 96 | 4 | 0.4
CCOc1cc(C(=O)N2CCN(c3ccccn3)CC2)cc(OCC)c1OCC | -42 | -1 | 26 | -11 | -7 | -1.2 | 106 | 6 | -0.6

Nine structures from above, sorted by length of the SMILES, smallest number first.
SMILES | DNA FID counter | NS3 helicase inh | PHOSPHO1 block | pCIP destab | SUMO HTRF inh | IMP-1 inhibitor | MEKK3 PB1 HTS | IDE cell activ | VIM-2 inh
CC(C)(C)C1CCC(=O)N(CCC#N)CC1 (stereo not given) | -6 | 5 | -24 | -11 | 6 | -2.2 | 102 | 2 | -2.5
CCOC(=O)c1c(N)c(C#N)c2n1CCCC2 | -3 | 5 | 31 | -5 | 2 | -1.5 | 86 | 3 | -1.7
Cn1nc(C(=O)OCc2ccccc2F)c2ccccc2c1=O | -12 | 0 | 22 | -9 | 10 | -5.2 | 100 | 1 | -0.4
Cc1cccc(NC(=S)N2CCC(NC(=O)c3ccco3)CC2)c1 | -8 | -10 | -5 | 12 | -11 | -4.1 | 103 | 2 | -1.2
COc1cccc(NC(=O)CCN2C(=O)c3ccccc3S2(=O)=O)c1 | -2 | -7 | 12 | 6 | -7 | -3.6 | 97 | 2 | -0.8
CCOc1cc(C(=O)N2CCN(c3ccccn3)CC2)cc(OCC)c1OCC | -42 | -1 | 26 | -11 | -7 | -1.2 | 106 | 6 | -0.6
Cn1nc(C(=O)Nc2cccc(S(N)(=O)=O)c2)c2ccccc2c1=O | -1 | -8 | 16 | -5 | 17 | -1.8 | 101 | 3 | 0.5
COc1ccc(C2=NN(C(=O)CCC(=O)O)C(c3ccc(OC)cc3)C2)cc1 (stereo not given) | -46 | 21 | / | 10 | 0 | 2.4 | 95 | 2 | 1.6
COc1cccc(OC)c1C(=O)NC(=S)NNC(=O)[C@H]1C[C@@H]1c1ccccc1 | -16 | -2 | 8 | -14 | -73 | -5.5 | 97 | 1 | -5.6

Screens from PubChem.
